# Cneo AK release: Cryptococcus neoformans lysis via adenylate kinase release; hit rate 0.2% among 360,000; C. neoformans lysis, adenylate kinase release luminescence, 4 h; normalised: neutral wells 0, clomiphene wells 100; AID 651654; lysis activity, % at 15 µM;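 active means mean lysis activity across replicates of at least 80%, whatever share of replicates individually reach that level; inactive means mean lysis activity below 80%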
#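 read-out = cell lysis signal | test system = log-phase Cryptococcus neoformans yeast cells | input = cells at 5 × 10^6 per mL | medium = fresh YPD growth medium | signal = luminescent adenylate kinase detection reagent | timing = 4 h at 37 °C static, read 1 h later | dosing = single dose | controls = Clomiphene as positive lysis control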
# RAD52 anneal inh: inhibitors of human RAD52 DNA annealing | inhibition, % at 18.7 µM | recombinant RAD52 DNA annealing, FRET fluorescence | AID 651710 | hit rate 0.46% among 360,000;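 active means every replicate showing at least 50% inhibition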
# PGC1a acetyl inh: lowers PGC1a acetylation signal in U2OS cells | AlphaScreen anti-acetyl-lysine; with virally co-expressed GCN5 acetyltransferase | inhibition, % at 15.6 µM | hit rate 0.17% among 350,000 | AID 651687;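 active means every replicate shows inhibition of at least 40%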;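 further: 0% = neutral control wells and 100% = positive control wells; some results beyond the cut were filed as inactive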
# ERAP1 inh: ERAP1 (human) enzyme inhibition. AID 652197. Q9NZ08. recombinant ERAP1, Leu-AMC fluorescence, 60 min. inhibition, % at 10.7 µM. hit rate 0.15% among 340,000;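 active means mean replicate inhibition of at least 30%, or all replicates individually reaching that 30% level; inactive means mean below 30% and not every replicate reaching it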;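 further: 0% = neutral control wells and 100% = L-leucinethiol positive control wells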
# miR-122 sensor: blocks miR-122 activity in Huh7 sensor cells | AID 602342 | Huh7 miR-122 Renilla luciferase sensor, 48 h; neutral wells = 0, positive control = 100 | hit rate 0.3% among 340,000 | activation (reporter increase), % at 12.5 µM;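 active means mean replicate activation score at least 90 and every replicate individually at or above 90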;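 further: higher luciferase means less miR-122 activity so hits act as miR-122 inhibitors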
# RAD54 branch: inhibitors of human RAD54 branch migration; RAD54 Holliday junction branch migration, FAM/BHQ fluorescence; inhibition, % at 10.4 µM; hit rate 0.14% among 360,000; AID 602329;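 active means mean normalized replicate activity at least 40 and at least half of replicates scoring 40 or more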;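 further: 0% = median of neutral control wells and 100% = median of positive control wells; inhibitors cause a drop in the FAM fluorescence signal; in these data hits start at about 50%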
# Target sequence (Q92698 whole entry, looked up): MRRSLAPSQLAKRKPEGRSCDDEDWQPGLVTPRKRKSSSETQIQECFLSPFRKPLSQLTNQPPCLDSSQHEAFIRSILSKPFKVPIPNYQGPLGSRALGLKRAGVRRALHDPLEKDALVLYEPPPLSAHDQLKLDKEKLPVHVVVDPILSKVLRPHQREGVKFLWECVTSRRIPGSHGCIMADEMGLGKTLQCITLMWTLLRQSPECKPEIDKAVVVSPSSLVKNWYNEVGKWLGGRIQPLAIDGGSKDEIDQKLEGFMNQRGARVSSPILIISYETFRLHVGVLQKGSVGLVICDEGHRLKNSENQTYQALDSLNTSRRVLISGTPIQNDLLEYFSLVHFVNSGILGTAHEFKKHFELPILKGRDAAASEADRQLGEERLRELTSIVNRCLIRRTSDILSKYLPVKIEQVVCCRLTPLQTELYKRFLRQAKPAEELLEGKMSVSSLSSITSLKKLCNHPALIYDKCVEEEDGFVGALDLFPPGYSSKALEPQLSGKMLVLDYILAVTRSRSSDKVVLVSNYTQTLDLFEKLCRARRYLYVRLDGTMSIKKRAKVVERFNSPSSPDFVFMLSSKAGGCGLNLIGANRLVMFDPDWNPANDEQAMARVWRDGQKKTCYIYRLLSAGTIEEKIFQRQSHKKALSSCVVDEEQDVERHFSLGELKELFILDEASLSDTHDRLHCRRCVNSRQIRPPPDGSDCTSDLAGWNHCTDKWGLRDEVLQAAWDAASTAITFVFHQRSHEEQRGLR
# PglD inh: blocks C. jejuni PglD acetyltransferase activity. purified PglD enzyme, DTNB colorimetric CoA detection. inhibition, % at 12.5 µM. hit rate 0.098% among 360,000; in the data active means inhibition above about 16%, passing the limit was not always enough; further: strong numbers were not always called active
# E-sel inducer: E-selectin induction on HUVECs; P16581; HUVEC E-selectin immunofluorescence imaging; normalized: neutral wells 0, TNF-alpha wells 100; activation, % at 7.58 µM; hit rate 0.37% among 260,000;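 active means mean E-selectin-positive cell signal at least 10% of the positive control, reached in at least 60% of replicates, without over 20% cell loss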;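 further: in these data hits start at about 27%; measured in HUVEC primary endothelial cells; signal is the percent of cells scored E-selectin positive by PE staining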
#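 System: HUVEC, human umbilical vein endothelial cells; quantity: 3,000 cells/well; buffer or medium: EGM-2 medium, gelatin-coated wells; dosing: single-point compound dose; detection: immunofluorescence imaging; evaluation: % PE-positive cells; benchmarks: TNF-alpha, DMSO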
# * = called active by the depositor; . = not tested or not shown; & = joins results of further samples; [ ] = remark or other dose.
SMILES	RAD52 anneal inh	ERAP1 inh	PglD inh	miR-122 sensor	E-sel inducer	PGC1a acetyl inh	Cneo AK release	RAD54 branch
COc1cc([N+](=O)[O-])ccc1NC(=O)NCCCN1CCCC1=O	-3.0	-1.4	-3.8	-2.9	-0.2	-1.8	1.2	3.2
C[C@H]1CN([C@@H](C)CO)C(=O)Cc2cc(NC(=O)Cc3cn(C)c4ccccc34)ccc2O[C@H]1CN(C)C(=O)Nc1ccccc1	-2.6	-2.4	1.0	1.1[16.7 µM]	-0.2	-3.0	-3.6	5.2
COc1ccc(C(=O)Cn2nnc(-c3ccccc3-n3cnnn3)n2)cc1	-1.7	-4.8	-3.9	-5.8	.	-8.0	-0.9	3.6
C[C@@H]1CN([C@@H](C)CO)C(=O)Cc2cc(NC(=O)Cn3cnnn3)ccc2O[C@H]1CN(C)S(=O)(=O)c1ccc(Cl)cc1	-9.3	3.2	-1.2	-2.0[16.7 µM]	-0.2	3.9	5.1	-15.0
O=C(Nc1ccc(Cl)cc1)N[C@H]1CC[C@H](CCn2cc(Cc3ccccc3)nn2)O[C@H]1CO	-3.0	-0.2	5.1	.	-1.4	-0.6	-1.2	2.0
C[C@@H]1CCCCO[C@H](CN(C)C(=O)NC2CCCCC2)[C@H](C)CN([C@@H](C)CO)C(=O)c2cc(NS(=O)(=O)c3cccs3)ccc2O1	-39.5	-3.4	2.0	1.5[16.7 µM]	0.0	-13.9	50.7	-7.3
COCCNC(=O)c1ccccc1NC(=O)c1ccccc1N(C)S(=O)(=O)c1ccccc1	.	.	-4.2	6.1	.	10.5	-3.1	9.4
Cc1ccc(-c2cnc3c(c2)C(=O)N([C@@H](C)CO)C[C@H](C)[C@@H](CN(C)C(=O)Cc2ccccc2)O3)cc1	-14.2	0.6	3.3	-4.4[16.7 µM]	-0.3	-2.5	-0.5	12.6
CC(C)n1ncc2c(C(=O)Nc3ccccc3SCC(N)=O)cc(C3CC3)nc21	-168.7	1.0	-5.5	1.8	-0.9	-13.4	1.0	-6.7
Cc1ccc(N)c(C(=O)CCCCC(=O)O)c1	.	.	3.3	0.8	.	18.9	3.0	1.3
Cc1ccc(C)c(NC(=O)C(Sc2nncn2C)c2ccccc2)c1 (stereo not drawn)	.	.	1.2	2.4	.	13.4	-5.4	2.2
O=C(COC(=O)c1ccccc1O)Nc1ccc(S(=O)(=O)N2CCCCC2)cc1	-14.5	-0.9	1.9	-0.2	1.7	-2.2	0.6	-0.8
Cc1ccc(NC(=O)c2ccc3c(c2)C(=O)N(Cc2cccnc2)C3=O)c(C)c1	-13.9	-3.9	.	2.9	4.9	-2.0	.	.
O=C(NCc1ccco1)c1csc(Nc2ccccc2Cl)n1	.	.	0.2	-0.4	.	4.6	-0.1	-1.4
CC1Cc2ccccc2N1C(=O)CSc1nncn1C (stereo not drawn)	-6.2	6.9	-1.9	9.3	.	13.7	-0.1	0.7
O=C(CN1C(=O)/C(=C/c2ccccc2)SC1=S)NC1CCS(=O)(=O)C1 (stereo not drawn)	-9.2	-2.7	-4.7	.	.	.	-6.2	9.1
Cc1ccc(OCC(=O)N2CCN(c3nnc(-c4ccccc4)c4ccccc34)CC2)cc1	.	.	1.9	30.3	-1.7	-35.2	6.7	4.5
CCC(=O)c1cn(CC(=O)Nc2ccc(F)cc2)c2ccccc12	-5.7	5.7	.	11.3	0.1	-13.3	0.0	0.0
CCOc1ccc(NS(=O)(=O)c2ccc3[nH]cc(C(=O)N(CC)CC)c(=O)c3c2)cc1	.	.	2.5	-3.3	.	-4.1	-0.9	-13.6
COc1ccc(OC)c(-n2nnnc2SCC(=O)O)c1	.	.	-7.5	-2.7	.	-0.4	0.1	0.0

# Profiles, quoted from the list:
# Profile of `CCOc1ccc(NS(=O)(=O)c2ccc3[nH]cc(C(=O)N(CC)CC)c(=O)c3c2)cc1` : RAD52 anneal inh = .; ERAP1 inh = .; PglD inh = 2.5; miR-122 sensor = -3.3; E-sel inducer = .; PGC1a acetyl inh = -4.1; Cneo AK release = -0.9; RAD54 branch = -13.6
# Profile of `Cc1ccc(NC(=O)c2ccc3c(c2)C(=O)N(Cc2cccnc2)C3=O)c(C)c1` : RAD52 anneal inh = -13.9; ERAP1 inh = -3.9; PglD inh = .; miR-122 sensor = 2.9; E-sel inducer = 4.9; PGC1a acetyl inh = -2.0; Cneo AK release = .; RAD54 branch = .

# (continued)
SMILES	RAD52 anneal inh	ERAP1 inh	PglD inh	miR-122 sensor	E-sel inducer	PGC1a acetyl inh	Cneo AK release	RAD54 branch
O=C1NC(=S)N/C1=C/c1cc2c(cc1[N+](=O)[O-])OCO2	-45.8	1.6	-3.0	-4.8	-0.1	4.5	-0.5	-6.0
CC(C)(C)c1oc(C(=O)O)cc1CN1CCOCC1	1.2	-1.3	0.8	0.3	.	4.9	-0.3	-16.4
CCCNC(=O)N[C@H]1C=C[C@H](CC(=O)NC2CCCCC2)O[C@H]1CO	-4.3	-0.2	-0.6	.	0.1	0.3	-0.5	3.3
Cc1ccc([C@@H]2CC=C(C(=O)O)[C@H](c3ccccc3)N2S(=O)(=O)c2ccc(C)cc2)cc1	-22.9	3.1	0.7	.	23.4	.	-1.2	9.3
CCCCCCCCN1[C@@H](CC(=O)OC)c2cc(F)ccc2S1(=O)=O	3.4	0.6	0.4	-8.7	-0.2	-17.6	-1.5	-10.8
O=C(c1ccc(-c2nnc(Nc3ccccc3)c3ccccc23)cc1)N1C[C@H]2C[C@H](C1)c1cccc(=O)n1C2	.	.	-2.9	-4.6	.	6.5	0.6	3.1
CCOC(=O)c1[nH]c2ccccc2c1NC(=O)c1ccc(Br)o1	-5.5	1.2	1.6	22.2	.	-16.7	1.0	-12.2
COc1ccc(CCNC(=O)C2CCN(S(=O)(=O)c3cccs3)CC2)cc1OC	-10.0	1.8	.	3.2	.	2.5	.	.
CCn1c(SCc2ccccc2)nnc1-c1cccs1	.	.	-2.4	-5.1	.	-6.1	-0.1	2.2
N#Cc1cccc(-c2ccc([C@H]3[C@@H](CO)N4CCCCN(Cc5ccccc5F)C[C@@H]34)cc2)c1	40.4	-1.2	0.1	3.3[16.7 µM]	0.1	-10.8	6.1	-4.7
CN(C)/C=C(\C#N)c1nc2ccccc2[nH]1	.	.	-1.8	-1.0	.	1.4	1.7	-6.0
CCOc1ccccc1NC(=O)c1sc2ncn(CC(=O)N3CCOCC3)c(=O)c2c1C	-12.4	8.1	-1.9	.	.	.	0.1	8.0
COc1ccc(NC(=O)N(C)C[C@H]2Oc3c(NC(=O)Nc4ccc(C(F)(F)F)cc4)cccc3C(=O)N([C@H](C)CO)C[C@@H]2C)cc1	-8.9	-9.0	16.7	6.9[16.7 µM]	0.1	-8.3	0.2	-3.2
O=C(Nc1nc(-c2ccc(Cl)s2)cs1)c1ccccc1	.	.	-0.2	-1.6	.	-17.9	8.0	-2.5
COC(=O)CCC(=O)CN	-8.7	-1.0	-0.4	27.3	-0.1	3.7	0.2	8.8
O=C(C[C@H]1C[C@@H]2c3cc(NC(=O)C4CCOCC4)ccc3O[C@@H]2[C@H](CO)O1)NCc1ccncc1	4.8	-0.3	0.9	8.6[16.7 µM]	-0.4	-0.8	6.2	12.8
Cc1noc(C)c1NC(=O)Nc1ccc2c(c1)C(=O)N([C@@H](C)CO)C[C@@H](C)[C@H](CN(C)Cc1ccncc1)OCCCC[C@H](C)O2	-4.1	-2.0	0.9	8.6[16.7 µM]	.	11.0	0.6	2.9
CC(NC(=O)c1cc2ccccc2o1)C(=O)O (stereo not drawn)	.	.	3.9	0.2	.	-1.1	-0.1	5.2
C[C@@H]1CN([C@H](C)CO)C(=O)c2cc(-c3ccc(F)cc3)cnc2O[C@H]1CN(C)C(=O)Nc1ccccc1F	-2.1	0.2	1.0	10.9[16.7 µM]	0.2	-7.4	2.4	10.1
CC(C)Nc1ncnc2c1ncn2[C@H]1CN(Cc2cccnc2)C[C@@H](CO)O1	-31.9	-1.4	3.3	-1.6	0.0	.	-0.1	0.2
CC(C)NC(=O)c1cc(-n2cnnc2)ccc1Cl	.	.	-0.4	-1.5	.	35.6	0.4	-3.3
CCc1nc2c(OCCn3cccc3)cccn2c1N(C)C(=O)c1cccs1	-30.4	-2.1	-1.0	-4.1	0.0	.	0.0	17.9
Cc1ccccc1-c1ccc(C2[C@@H]3CN(S(=O)(=O)c4cn(C)cn4)C[C@H]2N3)cc1 (stereo partly drawn)	14.4&-4.4	4.4&-1.1	.	.	0.0&0.0	0.9&-22.9	.	.
Cc1nc(SCc2ccccc2C#N)n[nH]1	-4.8	-3.7	0.5	-13.3	0.2	11.6	-0.1	-8.8
C[C@@H]1CN([C@H](C)CO)C(=O)c2cc(NC(=O)CCCN(C)C)ccc2O[C@@H]1CN(C)Cc1ccc(C(=O)O)cc1	-13.1	0.1	2.4	0.6[16.7 µM]	-2.5	-2.9	-2.4	3.2
Cc1ccc(-c2cn3cccnc3n2)cc1NC(=O)c1ccc(Br)o1	.	.	1.4	2.5	.	6.1	-2.0	3.3
Cc1oc(-c2ccoc2)nc1CN(CC1CCC(=O)N1)C(C)C (stereo not drawn)	4.2	-2.0	1.5	-4.8	0.3	-2.4	-1.6	-1.7
COc1ccc(C2c3c(n[nH]c3C)CC(C)(O)C2C(C)=O)cc1OC (stereo not drawn)	.	.	-1.0	0.1	.	1.4	0.3	10.1
C[C@@H]1CCCCO[C@H](CN(C)S(=O)(=O)c2cccs2)[C@@H](C)CN([C@H](C)CO)C(=O)c2cc(NS(C)(=O)=O)ccc2O1	13.1	-4.0	1.2	4.8[16.7 µM]	-0.2	4.3	-2.3	-0.3
CCOc1ccc(N(CC(=O)NCc2ccco2)C(=O)CCC(=O)Nc2nccs2)cc1	-17.1	0.6	0.9	-3.0	.	-9.2	-2.8	-6.4
CCCn1c(N)c(C(=O)CSc2nnc(C3CC3)n2Cc2ccccc2)c(=O)[nH]c1=O	.	.	-5.6	-2.8	.	-5.5	0.5	1.2
O=C(C=Cc1cccc(O)c1)c1ccccc1O	3.6	1.0	6.6	.	-0.1	6.5	-11.5	2.1
COc1ccccc1OCc1nnc(SCC(=O)N2CCCCC2)o1	-10.2	0.9	-1.5	-2.5	.	-5.1	1.2	-5.1
CCN(CC)c1ccc(/C=N/NC(=O)CNC(=O)C2COc3ccccc3O2)c(O)c1 (stereo not drawn)	-13.4	-1.8	-1.4	-1.5	0.0	.	2.2	-2.4
COc1ccccc1C(=O)N(C1=NC(C)CS1)c1ccc(Cl)cc1 (stereo not drawn)	-12.1	0.4	4.7	1.3	0.6	-5.5	-0.7	-7.9
COCc1cn(CC[C@H]2CC[C@H](NC(=O)Nc3ccc(C(F)(F)F)cc3)[C@@H](CO)O2)nn1	0.4	0.6	-0.2	.	0.3	1.8	-1.5	3.0
C[C@H]1CN([C@@H](C)CO)C(=O)c2cc(C#CC3(O)CCCC3)cnc2O[C@@H]1CN(C)C(=O)Cc1cccnc1	0.8	-1.8	-2.3	-7.1[16.7 µM]	0.0	-0.8	0.6	-10.7
Cc1cc(C)n2nc(SCC(=O)c3ccccc3)nc2n1	0.3	-3.3	-2.6	.	.	1.6	0.8	2.4
CO[C@H]1CN(C)C(=O)c2cc(NS(=O)(=O)c3cn(C)cn3)ccc2OC[C@H](C)N(CC2CC2)C[C@H]1C	0.3	-0.1	-2.6	.	0.3	6.1	-3.8	-4.7
